Screens (PubChem BioAssay)
Kir21 block = inhibitors of mouse Kir2.1 inward-rectifier potassium channel; P35561; HEK293-Kir2.1, FluxOR thallium flux fluorescence; hits give low values; B-score at 10 µM; 0.85% of 310,000 active; AID 1672;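 active means fluorescence ratio B-score at or below minus 3 SD of library scores, with starting-brightness B-score within 2 SD, cut at about -4.2 in these data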;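 further: channel flux triggered by added potassium and thallium sulfate stimulus; B-score of peak minus minimum fluorescence over baseline after thallium stimulus; more negative B-score means stronger Kir2.1 block with less thallium influx; some compounds called inactive have numbers as strong as hits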
Target sequence (P35561 whole entry, looked up): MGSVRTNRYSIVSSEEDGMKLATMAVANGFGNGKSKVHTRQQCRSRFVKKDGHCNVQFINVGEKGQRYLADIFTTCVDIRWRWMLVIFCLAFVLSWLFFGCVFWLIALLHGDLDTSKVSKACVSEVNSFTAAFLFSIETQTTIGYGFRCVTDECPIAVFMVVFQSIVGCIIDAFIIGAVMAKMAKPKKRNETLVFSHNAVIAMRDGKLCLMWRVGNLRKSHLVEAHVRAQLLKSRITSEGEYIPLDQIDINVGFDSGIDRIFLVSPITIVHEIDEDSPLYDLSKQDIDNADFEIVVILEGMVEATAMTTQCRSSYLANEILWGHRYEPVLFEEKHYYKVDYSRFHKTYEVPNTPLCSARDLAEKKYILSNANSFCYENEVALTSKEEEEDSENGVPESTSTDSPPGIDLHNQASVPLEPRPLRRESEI
KCNQ2 block = KCNQ2 potassium channel inhibitors, primary screen, cell-based, CHO-K1, FluxOR thallium flux, B-score (AID 2156). B-score at 10 µM. 20 min; hits give low values. 1.1% of 310,000 active. O88943;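 active means fluorescence ratio B-score at most minus 3 library SDs, with starting brightness B-score within 2 library SDs, cut at about -5.5 in these data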
Numbers without * were called inactive; i = inactive.

SMILES	Kir21 block	KCNQ2 block
CN(Cc1ccc(Cl)cc1Cl)C(=O)CNC(=O)c1ccco1	-1.2	i
CC(C)OC(=O)/C(=C\c1ccccc1)NC(=O)c1ccccc1	0.63	-5.6*
Cc1cc(=O)[nH]c(SCC(=O)NCc2ccc3c(c2)OCO3)n1	-1.5	i
Cc1cccc(OCC(=O)NCc2ccncc2)c1C	-1.1	i
O=C(CNC(=O)c1ccc(-c2ccccc2)cc1)OCc1ccc(Br)cc1	2.1	i
S=C(NCCCN1CCOCC1)Nc1ccc(N2CCOCC2)cc1	1.8	i
NC(=O)Cn1cc(/C=N\NS(=O)(=O)c2cccc([N+](=O)[O-])c2)c2ccccc21	2	i
O=C(C1=C(O)C(=O)N(CC2CCCO2)C1c1ccccc1[N+](=O)[O-])c1ccco1 (stereo unspecified)	-1.2	i
Cc1ccc(S(=O)(=O)N(C)C)cc1NC(=O)/C=C/c1cccs1	-1.8	i
CCOC(=O)c1ccc(NC(=S)Nc2ccccc2N)cc1	0.13	i
NC(CCCCc1ccccc1)c1cccc2ccccc12 (stereo unspecified)	-11*	i
COc1ccc(C2(C(=O)Nc3ccc(C)cc3)CCOCC2)cc1	0.76	i
C/C(=N\NC(=O)c1ccc2c(c1)OCCO2)c1ccccc1	1.8	i
O=C(Nc1nc2ccccc2s1)c1cccc(N2C(=O)CCC2=O)c1	-0.02	i
COc1ccc(NC(=O)N2CCCC2C(=O)Nc2ccc(C)c(Cl)c2)cc1 (stereo unspecified)	0.96	i
O=C(CN1C(=O)NC2(CCCC2)C1=O)NNC(=O)c1ccc(Br)cc1	0.95	i
COc1ccc(OC)c(N=C2C(=O)Nc3ccccc32)c1	2.1	i
COc1ccc(NC(=O)C2CCC(=O)N2S(=O)(=O)c2ccc(C)cc2)cc1Cl (stereo unspecified)	1.6	i
O=C(O)c1cccc(NC(=O)C2CCCO2)c1 (stereo unspecified)	0.07	i
COCCn1c(-c2ccc(Cl)cc2)nc2oc3cc(OC)ccc3c(=O)c2c1=O	-1.4	i
COc1ccc(S(=O)(=O)Nc2cc3[nH]c(=O)oc3cc2C)cc1	-0.09	i
C/C(=N/NC(=O)c1cccs1)c1cccc(N)c1	-0.84	i
CC1(C)CC(=O)C(C(c2cccc([N+](=O)[O-])c2)C2C(=O)CC(C)(C)CC2=O)C(=O)C1	1.2	i
COCCNc1cc(NCCOC)c([N+](=O)[O-])cc1[N+](=O)[O-]	-0.3	i
CCN(CC)c1ccc(NC(=O)C2CCCN(S(=O)(=O)c3cccnc3)C2)c(C)c1 (stereo unspecified)	-1.3	i
COc1cccc(-n2c(=O)n(Cc3ccccc3)c(=O)c3[nH]cnc32)c1C	-0.28	i
Cc1cccc(C)c1NC(=O)N1C2CCC1CC(O)(c1cccnc1)C2 (stereo unspecified)	-0.26	i
O=C(CSC1=Nc2ccccc2C2=NC(c3ccccc3)C(=O)N12)NCC1CCCO1 (stereo unspecified)	0.02	i
COc1cc(NC(=O)Cn2cnc(S(=O)(=O)N3CCC(C)CC3)c2)cc(OC)c1OC	2.7	i
Cc1ccccc1NC(=O)c1[nH]cnc1C(=O)NN	-0.01	i
CC(C)c1ccccc1-n1c(-c2cccnc2)n[nH]c1=S	1	i
O=C1C2C(c3ccccc3)CC=CC2[C@H](c2ccoc2)N1Cc1ccccc1 (stereo partly specified)	-1.1	i
Nc1c(S(=O)(=O)c2ccccc2)c2nc3ccccc3nc2n1/N=C/c1ccco1	-2.3	i
O=C(Nc1nnc(-c2cccnc2)o1)c1cccc(Cl)c1	0.43	i
COc1cc(NC(=O)/C=C/c2ccccc2)c(C(=O)O)cc1OC	-0.16	i
Cc1ccc(-n2c(=O)c3c4c(sc3n3c(C)nnc23)COC(C(C)C)C4)cc1 (stereo unspecified)	-0.02	i
Cc1cc(C(=O)Nc2ccc(Cl)cc2)c(C)n1-c1ccccc1	-0.39	i
O=C(Nc1sc2c(c1C(=O)O)CCCCC2)c1cccs1	1.7	i
COc1ccc(NC(=O)Cn2nnc(C(=O)NCCc3ccccc3)c2N)c(OC)c1	0.15	i
COc1ccccc1C(=O)Nc1ccc(S(=O)(=O)Nc2cc(C)on2)cc1	-2.5	i
CCC1CN(C(=O)N2CCC(C(=O)NCc3ccc(C)o3)CC2)c2cc(C)ccc2O1 (stereo unspecified)	-0.62	i
COc1ccccc1/C=C/c1nc(S(=O)(=O)c2ccccc2)c(N(C)C)o1	-0.35	i
CCOc1ccc(Cl)cc1CNc1nnnn1C	0.1	i
CCN(CC(=O)Nc1c(F)cccc1F)C(=O)c1ccc(N2CCOCC2)c([N+](=O)[O-])c1	-1.6	i
Cc1ccc2c(Cl)cc(Cl)c(OCC(=O)Nc3cccc(S(N)(=O)=O)c3)c2n1	0.87	i
Cc1ccc(CNC(=O)COC(=O)c2cncc(Br)c2)cc1	-0.03	i
Cc1nc(-c2ccccc2)sc1C(N)=O	0.9	i
CCOC(=O)CSc1nc(C)nc2c1sc1nc(C)c(C(C)=O)c(-c3ccc(OC)cc3)c12	0	i
O=S(=O)(c1cccs1)N1CCN(Cc2cccc(F)c2)CC1	-0.01	i
COc1ccc(N)cc1S(=O)(=O)Nc1ccccc1Cl	-1.1	i
COc1ccc2c(C)cc(SCC(=O)Nc3ncc(Cl)cc3Cl)nc2c1	-0.62	i
COc1ccc(-c2cc(C(F)F)n3ncc(C(=O)N4CCN5CCCC5C4)c3n2)cc1 (stereo unspecified)	-1.3	i
CS(=O)(=O)N1N=C(c2ccc3nccnc3c2)CC1c1ccccc1 (stereo unspecified)	-0.03	i
COc1ccccc1NC(=O)CNC(=O)c1ccc([N+](=O)[O-])cc1	-1.1	i
O=C(NCCc1ccccc1)C(=O)N/N=C/c1ccccc1C(F)(F)F	0.39	i
N=C1/C(=C/c2ccco2)C(=O)N=C2SC(CC(=O)N3CCCC3)=NN12	0.43	i
Cc1ccc(NC(=O)C(=S)NCc2ccco2)cc1	1.6	i
Fc1ccc(CSc2ncnc3sc4c(c23)CCCC4)cc1	1.4	i
COc1cc(/C=N/N=C2/SCC(=O)N2c2ccc(O)cc2)ccc1O	0.27	i
CN(C(=O)CCc1nc2ccccc2s1)c1ccccc1	0.19	i

New compounds follow
SMILES	Kir21 block	KCNQ2 block
COc1nc(-c2ccccc2)ccc1-c1noc(-c2ccccc2F)n1	-0.14	i
O=C(NCCCn1ccnc1)c1cc(-c2cccc(O)c2)on1	-2	i
Cc1ccccc1OCc1n[nH]c(=S)n1-c1ccccc1	1.3	i
COc1ccc(CCNC(=O)CCCOc2cccc(C)c2C)cc1OC	1.2	i
CCOC(=O)c1ccc(NC(=O)NCCc2ccccc2OC)cc1	-0.5	i
CCOc1cc(NC(=O)C2CC2)c(OCC)cc1NC(=O)c1cccc(F)c1	0.42	i
CCOc1cccc(CN2CCCC(N3CCc4cc(OC)c(OC)cc4C3)C2)c1O (stereo unspecified)	2.1	i
COc1ccc(C)cc1NC(=O)c1ccccc1NS(=O)(=O)c1ccc(Cl)s1	-1.5	i
CCCc1cc(=O)oc2cc(OCc3nn[nH]n3)ccc12	0.59	i
C/C(=N\N1CCN(C)CC1)c1ccc(Cl)c(Cl)c1	-0.39	i
S=C1NC2(CCCCC2)N=C1c1ccccc1	0	i
Cc1ccc(-c2nc3ccccc3nc2NN)cc1	4.1	i
CCCNC(=O)c1[nH]c(C)c(C(C)=O)c1C	0.87	i
COc1ccc(C)cc1S(=O)(=O)NC1CCCCCC1	-2.2	i
Cc1c(C(=O)OCC(=O)NCC2CCCO2)cccc1[N+](=O)[O-] (stereo unspecified)	0.85	i
COc1ccc(OC)c(NC(=O)C2CCN(S(=O)(=O)c3ccc4c(c3)CC(C)N4C(C)=O)CC2)c1 (stereo unspecified)	-0.81	i
COc1cccc(CC(=O)OCC(=O)N(C)CC(=O)Nc2ccc(Cl)c(C(F)(F)F)c2)c1	2.9	i
CCOC(=O)Nc1ccc(NS(=O)(=O)c2ccc(C)cc2)cc1	0.35	i
S=c1[nH]nc(-c2ccco2)n1/N=C/C(Cl)=C/c1ccccc1	2.5	i
COc1cc(C)ccc1S(=O)(=O)N1CCN(C23CC4CC(CC(C4)C2)C3)CC1	-1.5	i
CCCN(CCC)CCCNC(=O)Cn1cnc2sc(C)c(S(=O)(=O)N3CCOCC3)c2c1=O	-0.82	i
O=C(NCC1CCS(=O)(=O)C1)Oc1ccccc1 (stereo unspecified)	-2.3	i
O=C1CN(S(=O)(=O)c2ccc(Cl)cc2)CC(=O)N1CCc1ccccc1	-2.2	i
COc1ccccc1OCc1nc2ccccc2s1	-0.31	i
COc1cccc(CNC(=O)[C@@H](C)N2C(=O)N3CCc4c([nH]c5ccc(OC)cc45)C3(C)C2=O)c1 (stereo partly specified)	-1.1	i
Cc1cn(CCC(=O)Nc2ccc(N3CCOCC3)cc2)c2ccccc12	0.82	i
COc1ccccc1NC1CCCCC1NS(=O)(=O)c1ccccc1 (stereo unspecified)	0.72	i
O=C1CCC(=O)N1c1ccc(NC2CCN(Cc3ccccc3)CC2)c([N+](=O)[O-])c1	-1	i
CC(OC(=O)c1ccco1)C(=O)NC1CCCCC1 (stereo unspecified)	0.37	i
Cc1cc(C)cc(NC(=O)CSc2nc(N)c(NC(=O)c3cccs3)c(=O)[nH]2)c1	2.3	i
Cc1oc(C(C)(C)C)cc1C(=O)NCc1ccc2c(c1)OCO2	-0.6	i
O=C(c1cccc2ccccc12)N1CCN(CC2CC=CCC2)CC1 (stereo unspecified)	0.65	i
Cc1nc2ccc(NC(=O)C(F)(F)F)cc2o1	0.59	i
CC(=O)c1cccc(NC(=O)CN(C)Cc2ccc(OC(F)F)cc2)c1	1.9	i
COc1ccc(N=C2SCC(c3ccccc3)=NN2C)cc1	-0.06	i
Oc1ccc(/C=N/Nc2nc(-c3ccccc3F)nc3ccccc23)c(O)c1	0.43	i
CN(C(=O)c1ccc2c(c1)CCO2)C(C)(C)C	0.01	i
COc1ccc(CNc2ccc3cn[nH]c3c2)c(OC)c1OC	0.55	i
CCOc1ccc(NS(=O)(=O)c2ccc3c(c2)CCN3C(C)=O)cc1	-0.5	i
C/C(=N\NC(=O)CN1CCN(Cc2ccc(C)cc2)CC1)c1ccncc1	0.1	i
O=C(/C=C/c1ccc(Cl)c(Cl)c1)N1CCOCC1	1.4	i
Cc1ccccc1-n1ncc2c1CC(C)(C)CC2NC(=O)c1cn[nH]c1C (stereo unspecified)	-0.68	i
O=C(O)c1ccc(/C=N/Nc2cccc(C(F)(F)F)c2)cc1	1.9	i
COc1ccc(CNC(=O)Cn2nc(-c3ccc4c(c3)OCCO4)ccc2=O)cc1	0.79	i
CC(C)NC(=O)CC(=O)N/N=C/c1ccccc1F	-0.71	i
O=C(NCCC1CCCCN1S(=O)(=O)c1ccccc1)C(=O)NCc1ccccc1 (stereo unspecified)	2.2	i
CC1CCN(C2CCN(S(=O)(=O)c3ccc(F)cc3)CC2)CC1	0.94	i
O=C(CSc1nnc(Cc2ccccc2)o1)Nc1ccc(Br)cn1	0.16	i
COc1ccc(S(=O)(=O)N(C)CC(=O)NCc2cccnc2)cc1	-0.86	i
Cc1noc(C)c1CSc1nc2ccccc2[nH]1	-0.04	i
O=C(COC(=O)CN1C(=O)c2cccc([N+](=O)[O-])c2C1=O)NC1CCS(=O)(=O)C1 (stereo unspecified)	-0.13	i
Cc1ccc(-c2[nH]c(-c3ccc(Cl)cc3)nc2SCC(=O)NCC2CCCO2)cc1 (stereo unspecified)	-0.87	i
CC1(C)C(O)=C(c2nc3ccccc3[nH]2)C(=N)N1c1ccccc1	0.23	i
CC1CCCCC1NC(=O)CCCc1nc2ccccc2c(=O)[nH]1 (stereo unspecified)	0.63	i
Cc1cc(C(=O)NC2CC2)c2ccccc2n1	-0.01	i
CC(=O)c1cccc(CN2CCc3ccc(NC(=O)C4CCCO4)cc3C2)c1 (stereo unspecified)	0.34	i
COc1ccc(-n2nc(C(=O)NCC(=O)N3CC(C)CC(C)C3)c3ccccc3c2=O)cc1 (stereo unspecified)	0.83	i
Cc1nn2cc(-c3cccc(Cl)c3)cnc2c1Cl	-1.8	i
O=C(C1CCC1)N1CCN(c2cccc(C(F)(F)F)c2)CC1	2	i
CCN(C(=O)c1cccc(NC(=O)c2ccccc2)c1)C1CCCCC1	-1.6	i
CCOC(=O)C1(CCOc2ccccc2)CCN(Cc2cnc(SC)nc2)CC1	-1.6	i
